Assay outcomes as filed in PubChem BioAssay.
Hsp70 displacement – small molecules displacing fluorescent ligand from Hsp70 – biochemical, fluorescence polarization, primary screen (AID 583); Hsp70 fluorescence polarization probe displacement, mP; higher % means a stronger effect; 140,000 tested, 0.06% active; one-dose displacement, % at 20 µM; IC50 in µM for titrated hits; in the data active = displacement above about 50%;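 also: plate controls were vehicle for no effect and reference ligand for full effect; a part of the inactive calls stands beside numbers as strong as those of hits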
Rat MKP-3 inhibitors – inhibition of rat DUSP6 enzyme activity – biochemical, in vitro, primary screen (AID 425); recombinant MKP-3 phosphatase activity, fluorescence; higher % means a stronger effect; 110,000 tested, 0.17% active; one-dose inhibition, % at 20 µM; IC50 in µM for titrated hits; in the data active = inhibition above about 50%;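 also: plate controls were vehicle for no effect and reference inhibitor for full effect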
* = called active by the depositor. This is a subset (hit frequency here may not be typical).

Results for Clc1ccc(CSc2nnc(-c3ccncc3)o2)c(Cl)c1 ?
Hsp70 displacement: 6.0%; Rat MKP-3 inhibitors: -11%

What do the screens show for `O=C1SC(Nc2ccccc2)C(=O)N1c1ccc(Br)cc1` (stereo not given)?
Hsp70 displacement: 2.9%; Rat MKP-3 inhibitors: 3%

What do the screens show for `Cc1cc(NS(=O)(=O)c2ccc(NC(=O)Nc3ccccc3)cc2)no1`?
Hsp70 displacement: 2.4%; Rat MKP-3 inhibitors: -12%

How did COc1cc2c(cc1OC)-c1cc(N3CCCCCC3)nc(=O)n1CC2 do in these assays?
Hsp70 displacement: 0.0%; Rat MKP-3 inhibitors: -13%

What do the screens show for `Cc1cc(=O)[nH]c2c1c(C)nn2C1CCOC(C)(C)C1` (stereo not given)?
Hsp70 displacement: -0.5%

How did COc1cccc(Nc2ncnc3ccccc23)c1 do in these assays?
Hsp70 displacement: -1.8%

How did CCOc1ccc(-c2noc(-c3ccncc3)n2)cc1OCC do in these assays?
Hsp70 displacement: 6.0%; Rat MKP-3 inhibitors: -6%

How did COc1cc(C(c2nnnn2C(C)(C)C)N2CCN(C)CC2)cc(OC)c1OC (stereo not given) do in these assays?
Hsp70 displacement: -2.2%; Rat MKP-3 inhibitors: -7%

What do the screens show for `Cc1c(Cl)c(C(=O)NC2CCCC2)nn1C`?
Hsp70 displacement: 5.0%

Results for O=C(NC1CCCC1)c1ccc(S(=O)(=O)N2CCCC2)cc1 ?
Hsp70 displacement: 7.7%; Rat MKP-3 inhibitors: -6%

7 records picked at random from the list so far:
Results for O=C(NC1CCCC1)c1ccc(S(=O)(=O)N2CCCC2)cc1 ?
Hsp70 displacement: 7.7%; Rat MKP-3 inhibitors: -6%

What do the screens show for `O=C1SC(Nc2ccccc2)C(=O)N1c1ccc(Br)cc1` (stereo not given)?
Hsp70 displacement: 2.9%; Rat MKP-3 inhibitors: 3%

How did CCOc1ccc(-c2noc(-c3ccncc3)n2)cc1OCC do in these assays?
Hsp70 displacement: 6.0%; Rat MKP-3 inhibitors: -6%

What do the screens show for `Cc1c(Cl)c(C(=O)NC2CCCC2)nn1C`?
Hsp70 displacement: 5.0%

How did COc1cc2c(cc1OC)-c1cc(N3CCCCCC3)nc(=O)n1CC2 do in these assays?
Hsp70 displacement: 0.0%; Rat MKP-3 inhibitors: -13%

Results for Clc1ccc(CSc2nnc(-c3ccncc3)o2)c(Cl)c1 ?
Hsp70 displacement: 6.0%; Rat MKP-3 inhibitors: -11%

How did COc1cccc(Nc2ncnc3ccccc23)c1 do in these assays?
Hsp70 displacement: -1.8%

Next structures
Results for O=C(CSC1CCCCC1)N1CCN(c2ccccc2)CC1 ?
Hsp70 displacement: -1.6%; Rat MKP-3 inhibitors: -4%

How did Cn1c(=O)n(CCN2CCOCC2)c(=O)c2c1nc1n2CCN1c1ccccc1 do in these assays?
Hsp70 displacement: -1.3%; Rat MKP-3 inhibitors: 1%

Results for O=C(Cc1ccccc1)Oc1cccc2c(OC(=O)Cc3ccccc3)cccc12 ?
Hsp70 displacement: 5.5%; Rat MKP-3 inhibitors: 6%

What do the screens show for `O=C(CCN1CCN(CCO)CC1)Nc1ccc(F)c(F)c1`?
Hsp70 displacement: -1.2%; Rat MKP-3 inhibitors: -11%

Results for C/C(N)=C(/C#N)C(=O)COC(=O)CC1CCCC1 ?
Hsp70 displacement: -6.2%; Rat MKP-3 inhibitors: -4%

How did Cc1ccccc1/C=C1\CCCc2ccccc2C1=O do in these assays?
Hsp70 displacement: -5.3%

How did CCOC(=O)N1CCC(NC(=O)c2ccc3c(c2)ncn3C2CCCC2)CC1 do in these assays?
Hsp70 displacement: -4.8%; Rat MKP-3 inhibitors: 3%

What do the screens show for `COc1ccc(Br)cc1C(=O)Nc1cc(C)cc(C)c1`?
Hsp70 displacement: 3.8%

What do the screens show for `COc1ccc(S(=O)(=O)N(CC(=O)NCc2ccc(Cl)cc2)c2cc(C)cc(C)c2)cc1OC`?
Hsp70 displacement: 5.5%; Rat MKP-3 inhibitors: 0%

How did C=C(C)Cn1c(SCC(=O)O)nnc1-c1ccccc1 do in these assays?
Hsp70 displacement: 13%

What do the screens show for `Cc1nn(-c2ccccc2)c2sc(C(=O)OCc3nnc(-c4ccccc4)o3)cc12`?
Hsp70 displacement: -0.5%; Rat MKP-3 inhibitors: -8%

What do the screens show for `COCCn1nnnc1C(C(C)C)N1CCC(Cc2ccccc2)CC1` (stereo not given)?
Hsp70 displacement: -4.5%; Rat MKP-3 inhibitors: -11%

How did CC(C)CCNC(=O)Cc1c(C(=O)O)[nH]c2ccc(Cl)cc12 do in these assays?
Hsp70 displacement: 5.4%; Rat MKP-3 inhibitors: 1%

Results for CCOC(=O)CN(C(=O)Cn1nnc2ccccc21)C(C(=O)NCCOC)c1ccccc1 (stereo not given) ?
Hsp70 displacement: -1.8%; Rat MKP-3 inhibitors: -11%

Results for COC(=O)c1ccc2c(c1)C1C=CCC1C(c1ccc([N+](=O)[O-])cc1)N2 (stereo not given) ?
Hsp70 displacement: 1.5%; Rat MKP-3 inhibitors: 6%

What do the screens show for `O=C(Cn1nc(-c2ccccc2)ccc1=O)N1CCOCC1`?
Hsp70 displacement: 3.5%; Rat MKP-3 inhibitors: -9%

How did Cc1cc(N2CCN(C(=O)c3ccco3)CC2)n2nc(C)nc2n1 do in these assays?
Hsp70 displacement: -0.3%; Rat MKP-3 inhibitors: -6%

How did CC(N)(Cc1ccc(O)cc1)C(=O)O (stereo not given) do in these assays?
Hsp70 displacement: -1.0%

What do the screens show for `O=C(Cn1nnc(-c2cccs2)n1)OC1CCCCC1`?
Hsp70 displacement: 1.9%; Rat MKP-3 inhibitors: -5%

Results for Cc1cc(NC(=O)CSc2nc3c(c(=O)n2-c2ccc(Cl)cc2)SCC3)no1 ?
Hsp70 displacement: -4.8%

How did CCCCc1nc(NCC2CCCO2)c(C#N)c2c1COC(C)(C)C2 (stereo not given) do in these assays?
Hsp70 displacement: 4.8%; Rat MKP-3 inhibitors: -1%

How did CCC(=O)Nc1cccc(NC(=O)c2cccnc2)c1 do in these assays?
Hsp70 displacement: 8.7%; Rat MKP-3 inhibitors: 8%

How did CCOc1cc(-c2ccc(N)c(OCC)c2)ccc1N do in these assays?
Hsp70 displacement: 106%; Rat MKP-3 inhibitors: -6%

Results for Cc1ccc(-c2noc(CCC(=O)Nc3ccc4c(c3)OCO4)n2)cc1 ?
Hsp70 displacement: -3.0%; Rat MKP-3 inhibitors: 2%

Results for CCOC(=O)C1=C(C)N=c2s/c(=C\c3ccco3)c(=O)n2C1/C=C/c1ccccc1 (stereo not given) ?
Hsp70 displacement: -5.1%; Rat MKP-3 inhibitors: 1%

Results for COC(=O)C1=C(C)N(C)C(=O)/C1=C\c1ccc(C(=O)OC)cc1 ?
Hsp70 displacement: -3.4%; Rat MKP-3 inhibitors: 2%

Results for CCOC(=O)c1c(NC(=O)c2c(-c3ccccc3Cl)noc2C)sc2c1CCCC2 ?
Hsp70 displacement: -3.1%; Rat MKP-3 inhibitors: 3%

What do the screens show for `O=C(Nc1cc([N+](=O)[O-])ccc1C(=O)N1CCC(Cc2ccccc2)CC1)c1ccccc1`?
Hsp70 displacement: 1.8%; Rat MKP-3 inhibitors: 2%

Results for Cc1occc1C(=O)NC(C)C(C)(C)C (stereo not given) ?
Hsp70 displacement: -2.8%; Rat MKP-3 inhibitors: 0%

How did Cc1ccc(S(=O)(=O)CCSc2cccc(C(=O)O)c2)cc1 do in these assays?
Hsp70 displacement: -1.2%; Rat MKP-3 inhibitors: 3%

Results for O=C1C2C3C=CC(C3)C2C(=O)N1c1ccc(-c2nc3ccccc3o2)cc1 (stereo not given) ?
Hsp70 displacement: 1.4%; Rat MKP-3 inhibitors: -4%

How did O=C(O)/C=C/C(=O)Nc1ccc(Oc2cccc(Oc3ccc(NC(=O)/C=C/C(=O)O)cc3)c2)cc1 do in these assays?
Hsp70 displacement: 3.9%; Rat MKP-3 inhibitors: 0%

How did COC(=O)COc1ccc(C=C2C(=O)NC(=O)NC2=O)cc1OC do in these assays?
Hsp70 displacement: -0.7%; Rat MKP-3 inhibitors: 2%

What do the screens show for `COc1cccc(OC)c1C(=O)Nc1ccccc1C(F)(F)F`?
Hsp70 displacement: 1.6%; Rat MKP-3 inhibitors: 0%

Results for CCOC(=O)N1CCN(C(=O)c2cnn3ccccc23)CC1 ?
Rat MKP-3 inhibitors: -8%

How did O=C(N/N=C/c1ccccc1F)C(=O)N1CCCC1 do in these assays?
Hsp70 displacement: 2.4%; Rat MKP-3 inhibitors: 0%

How did COc1ccccc1-c1cc2nc(C)c(CCC(=O)NCc3ccco3)c(C)n2n1 do in these assays?
Hsp70 displacement: -6.7%; Rat MKP-3 inhibitors: -2%

How did Cn1c(=O)cc(OCC(=O)N2CCC(N3CCCCC3)CC2)c2ccccc21 do in these assays?
Hsp70 displacement: -6.8%; Rat MKP-3 inhibitors: 0%

What do the screens show for `Cc1ccc(C(=O)Nc2cc(Cl)cc(Cl)c2)o1`?
Hsp70 displacement: -0.3%; Rat MKP-3 inhibitors: 3%

Results for c1ccc(CNc2nc(-c3ccccc3)cc(-c3ccccc3)n2)cc1 ?
Hsp70 displacement: 1.9%; Rat MKP-3 inhibitors: -3%

How did Cc1ccc(-c2nc(CN(C)C)cc(CN(C)C)c2O)cc1 do in these assays?
Hsp70 displacement: 7.0%; Rat MKP-3 inhibitors: -6%

What do the screens show for `O=C1OCCC1Sc1nnnn1-c1ccccc1` (stereo not given)?
Hsp70 displacement: 0.7%

How did Fc1ccc(NC(=S)Nc2ccccc2Cl)cc1 do in these assays?
Hsp70 displacement: -1.7%; Rat MKP-3 inhibitors: 1%

What do the screens show for `O=C1C2C(c3ccccc3)C=CC(c3ccccc3)C2C(=O)N1CCO` (stereo not given)?
Hsp70 displacement: -0.9%; Rat MKP-3 inhibitors: 5%

How did Cc1ccc2nc(SCCC(=O)O)cc(C)c2c1 do in these assays?
Hsp70 displacement: 4.5%

How did COc1ccc2c(c1)c(/C=C/c1nc3ccccc3c(=O)n1-c1cccc(C)c1)c(C)n2C do in these assays?
Hsp70 displacement: -3.8%; Rat MKP-3 inhibitors: 9%

Results for CCCCNC(=O)C(=O)NCCCOC ?
Hsp70 displacement: -1.0%; Rat MKP-3 inhibitors: -5%

How did CC(NC(=O)C(C)N1C(=O)c2ccccc2C1=O)c1ccccc1 (stereo not given) do in these assays?
Hsp70 displacement: 0.1%; Rat MKP-3 inhibitors: 3%

How did CCOc1ccccc1C1C(C(=O)OCc2ccc(OC)cc2)=C(C)NC2=C1C(=O)CC(C)(C)C2 (stereo not given) do in these assays?
Hsp70 displacement: -1.9%; Rat MKP-3 inhibitors: 7%

Results for O=C(Nc1cccc(Cl)c1)c1ccc2c(=O)n3c(nc2c1)CCCCC3 ?
Hsp70 displacement: 9.6%; Rat MKP-3 inhibitors: 2%

Results for c1cnc2ccc(C(c3nnnn3C3CCCC3)N3CCN(c4nc5ccccc5s4)CC3)cc2c1 (stereo not given) ?
Hsp70 displacement: 3.7%; Rat MKP-3 inhibitors: -10%

What do the screens show for `CC(C)CN1C(=O)c2ccc(Oc3ccc([N+](=O)[O-])cc3)cc2C1=O`?
Hsp70 displacement: -2.8%; Rat MKP-3 inhibitors: -1%

What do the screens show for `OC12CCCCC1C(c1ccc3c(c1)OCO3)N(Cc1cccc(F)c1)CC2` (stereo not given)?
Hsp70 displacement: -4.0%; Rat MKP-3 inhibitors: -9%

What do the screens show for `CCOc1ccc(OCC(=O)Nc2ccc(OC)cc2)cc1`?
Hsp70 displacement: 1.3%

What do the screens show for `O=C(C1CCC(Cn2c(=S)[nH]c3ccccc3c2=O)CC1)N1CCN(c2ccccc2)CC1` (stereo not given)?
Hsp70 displacement: -4.3%; Rat MKP-3 inhibitors: -23%

How did CCCc1[nH]nc2c1C(c1ccc(OC(=O)c3ccco3)cc1)C(C#N)=C(N)O2 (stereo not given) do in these assays?
Hsp70 displacement: -4.2%; Rat MKP-3 inhibitors: -2%

Results for CCN(CC)CCNC(=O)c1cc2c(=O)n(C)c3ccccc3c2n1C ?
Hsp70 displacement: 4.5%; Rat MKP-3 inhibitors: -4%

Results for CCn1nnc(NC(=O)c2sc3ccccc3c2Cl)n1 ?
Hsp70 displacement: 0.1%

How did COc1ccc(C2C(C(=O)NCc3ccccc3)=C(C)Nc3ncnn32)cc1OC (stereo not given) do in these assays?
Hsp70 displacement: -3.0%; Rat MKP-3 inhibitors: -18%

How did Cc1ccccc1-n1c(=O)c2ccccc2n2cnnc12 do in these assays?
Hsp70 displacement: -2.7%

How did COc1ccc(-c2c3c(=O)n(C)c(=O)n(C)c3cn2NC(C)=O)cc1 do in these assays?
Hsp70 displacement: 0.5%; Rat MKP-3 inhibitors: -6%

What do the screens show for `COc1ccc(OCC(=O)N(C)Cc2ccccc2)cc1`?
Hsp70 displacement: 4.1%; Rat MKP-3 inhibitors: -10%

What do the screens show for `Cc1cccc(N2C(=O)/C(=C/c3cc(C)n(C)c3C)C(=O)NC2=S)c1`?
Hsp70 displacement: 1.6%; Rat MKP-3 inhibitors: -4%

How did CCCC(C(=O)NCC1CCCO1)N(Cc1ccco1)C(=O)CNS(=O)(=O)c1ccc(F)cc1 (stereo not given) do in these assays?
Hsp70 displacement: -2.5%; Rat MKP-3 inhibitors: -2%

What do the screens show for `COc1ccc2c(C)c(C(=O)NCC(C)O)oc2c1OC` (stereo not given)?
Rat MKP-3 inhibitors: -4%

What do the screens show for `Cc1noc(C)c1S(=O)(=O)N1CCC(Cc2ccccc2)CC1`?
Hsp70 displacement: 3.8%; Rat MKP-3 inhibitors: -6%

How did N#C/C(=C\c1ccc2c(c1)OCO2)C(=O)Nc1ccc(F)cc1 do in these assays?
Hsp70 displacement: -3.1%; Rat MKP-3 inhibitors: 1%

How did O=C(Nc1ccon1)c1cnc2sccn2c1=O do in these assays?
Hsp70 displacement: 1.6%; Rat MKP-3 inhibitors: 7%
